Source: PubChem BioAssay (National Center for Advancing Translational Sciences (NCATS))
Tb PFK inh: inhibitors of T. brucei phosphofructokinase | O15648 | 330,000 tested, 0.17% active | T. brucei PFK, ADP-Glo luminescence | Potency, µM (highest dose often 57.5 µM), for the others: top-dose activity, negative = inhibition, actives largely listed as inhibitors | AID 485367;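 also: potency is read from the fitted curve at half-maximal effect; 0% = uninhibited 1x PFK enzyme wells and -100% = no-enzyme wells; nearly all actives have a fitted effect of over 60% in size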
Target sequence (O15648 whole entry, looked up): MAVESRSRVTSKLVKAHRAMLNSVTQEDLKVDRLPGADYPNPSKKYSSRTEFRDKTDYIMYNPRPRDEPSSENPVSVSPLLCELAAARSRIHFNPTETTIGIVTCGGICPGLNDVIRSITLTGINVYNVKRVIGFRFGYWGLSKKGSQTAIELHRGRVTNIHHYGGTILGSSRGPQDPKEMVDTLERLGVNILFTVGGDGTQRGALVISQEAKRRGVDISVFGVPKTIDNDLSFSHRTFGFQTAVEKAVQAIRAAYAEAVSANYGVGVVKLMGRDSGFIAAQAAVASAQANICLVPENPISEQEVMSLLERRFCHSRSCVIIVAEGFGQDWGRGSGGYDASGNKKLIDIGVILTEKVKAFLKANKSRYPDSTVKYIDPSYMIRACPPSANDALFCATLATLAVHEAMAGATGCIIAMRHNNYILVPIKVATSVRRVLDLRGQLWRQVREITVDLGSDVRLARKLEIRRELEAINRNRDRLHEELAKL
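1.25 nM PFK with 0.5 mM F6P and 0.1 mM ATP in 0.1 M TEA pH 8.0, 5 mM MgCl2, incubated 45 min at room temperature; ADP measured by ADP-Glo luminescence; compounds titrated up to 57 uM.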
ELG1 genotoxic: induces genotoxicity in HEK293T cells with luciferase-tagged ELG1. AID 504466. 330,000 tested, 1.3% active. Potency, µM (series often up to 46 µM), for inactives: at the top dose activity change, positive = activation, hits mostly activators. HEK293T ELG1-luciferase reporter, luminescence, 16 h; also: potency is read from the fitted curve at half-maximal effect; % of control where 0% means no effect; nearly all actives have a fitted effect of over 60% in size
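ELG1-luciferase HEK293T cells, 2,000/well; compound pinned in; 16 hr, 37 °C, 5% CO2; ONE-Glo, 30 min RT; luminescence on CCD imager.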
Rab9 promoter act: activates the Rab9 promoter; Huh7 Rab9 promoter-luciferase reporter, luminescence, 24 h; Potency, µM (titrated, usually from 9.22 µM), for the others: top-dose activation, negative = inhibition, usual class: activators; 320,000 tested, 2.8% active; AID 485297; also: potency is read from the fitted curve at half-maximal effect; % of control where 0% means no effect; nearly all actives have a fitted effect of over 60% in size
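Luciferase signal after 10 min detection reagent at ambient indicates Rab9 promoter upregulation; stably transfected Huh7 cells were treated 24 h with compound in DMSO at 37 °C, 5% CO2.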
RORgamma inh: ROR gamma (mouse) transcription inhibition | P51450 | Drosophila S2 Gal4-RORgamma UAS-luciferase reporter, 20 h | Potency, µM (top dose mostly 53.6 µM), for inactives: at the highest dose activity change, negative = inhibition, actives largely listed as inhibitors | 310,000 tested, 5.4% active | AID 2551; also: potency is read from the fitted curve at half-maximal effect; % is scaled to controls: 0 for no effect and ±100 for the full control effect; nearly all actives have a fitted effect of over 60% in size
Target sequence (P51450 whole entry, looked up, the tested form may be a part): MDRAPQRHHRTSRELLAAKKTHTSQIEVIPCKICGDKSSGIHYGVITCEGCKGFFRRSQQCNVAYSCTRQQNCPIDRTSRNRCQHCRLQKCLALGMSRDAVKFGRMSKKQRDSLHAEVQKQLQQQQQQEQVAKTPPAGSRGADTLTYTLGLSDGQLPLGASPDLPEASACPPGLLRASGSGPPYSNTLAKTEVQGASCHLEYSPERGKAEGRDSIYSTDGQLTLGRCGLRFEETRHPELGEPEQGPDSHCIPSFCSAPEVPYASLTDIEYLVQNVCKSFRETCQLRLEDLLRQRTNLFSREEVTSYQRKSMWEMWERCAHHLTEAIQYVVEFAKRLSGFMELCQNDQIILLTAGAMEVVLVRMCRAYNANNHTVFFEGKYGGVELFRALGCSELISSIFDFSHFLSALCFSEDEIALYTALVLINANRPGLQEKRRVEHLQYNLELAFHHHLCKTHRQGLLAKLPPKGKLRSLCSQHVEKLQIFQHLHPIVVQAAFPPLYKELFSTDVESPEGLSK
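A Gal4/UAS one-hybrid system in insect cells: metallothionein-promoter Gal4–ROR gamma fusion plus Photinus luciferase reporter. Copper sulfate 700 uM final, 20 hr ambient incubation, luminescent detection after 10 min with reagent.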
TRPV1 ag: activates the human vanilloid receptor TRPV1 | activation, % at 8.33 µM | Q8NER1 | 320,000 tested, 0.19% active | AID 540275 | TRPV1-expressing cells, Fluo-8 calcium influx, agonist mode; in the data active = activation above about 80%; inconclusive = between about 30% and that limit; also: 0% is about no effect
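Fluo-8 calcium influx in TRPV1-expressing cells, kinetic read (ex 480/em 520 nm). Compound added and read 3 min for agonist activity, followed by capsaicin at EC20 final and 2 min further read for enhancement.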
NPC1 prom act: activators of NPC1 promoter | Potency, µM (highest dose often 9.22 µM), without a hit: at the highest dose activation, usual class: activators | 320,000 tested, 2.4% active | AID 485313 | Huh7 NPC1 promoter luciferase reporter, 24 h;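 also: potency is read from the fitted curve at half-maximal effect; % of control where 0% means no effect; nearly all actives have a fitted effect of over 60% in size; reporter is driven by a mutant NPC1 promoter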
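In 1536-well qHTS, Huh7 cells harboring an NPC1 promoter–luciferase construct received compound for 24 h; activation was quantified by luminescence following luciferase reagent addition.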
BRCA1 expr act: BRCA1 expression activation; MCF7-BRCA1-FFLuc reporter, luminescence, 48 h; response scale: scaled: vehicle 0%, 10 µM genistein 100%; Potency, µM (titrated, usually from 46.1 µM), inactives show at the top dose activation, hits mostly activators; 380,000 tested, 1.1% active; AID 624202; also: potency is read from the fitted curve at half-maximal effect; nearly all actives have a fitted effect of over 80% in size; some results filed as inactive show a strong effect at the top dose
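First, MCF7-BRCA1-FFLuc cells (2000/well) attach for 2 h; next, compounds are pin-added and incubated 48 h at 37 °C; finally, luciferase reagent is added and luminescence read after 15 min.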
FLuc counter: firefly luciferase modulation, counter-screen for miR-21 project; purified FLuc, Km substrates, luminescence inhibition; Potency, µM (top dose mostly 57.5 µM), inactives show at the top dose activity change, negative = inhibition, actives largely listed as inhibitors; 360,000 tested, 6.9% active; AID 588342;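 also: potency is read from the fitted curve at half-maximal effect; plate controls were vehicle for no effect and reference inhibitor for full effect; nearly all actives have a fitted effect of over 55% in size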
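Purified P. pyralis luciferase, 10 nM final, with Km-level 10 uM D-luciferin and 10 uM ATP in 50 mM Tris acetate pH 7.5, 10 mM Mg acetate, 0.01% Tween-20, 0.05% BSA; 6-point qHTS titration about 60 µM downward; luminescence read.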
ELG1 DNA repair: blocks ELG1-dependent DNA repair in HEK293T cells. AID 504467. Potency, µM (highest dose often 46.1 µM), inactives show top-dose activity change, negative = inhibition, hits mostly inhibitors. HEK293T ELG1-luciferase reporter, luminescence, 16 h; DNA damage induced by 5-fluorouridine. 330,000 tested, 2.3% active; also: potency is read from the fitted curve at half-maximal effect; % is scaled to controls: 0 for no effect and ±100 for the full control effect; nearly all actives have a fitted effect of over 55% in size
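5-Fluorouridine DNA damage + compound/DMSO, 2,000 cells/well, 16 h, 37 °C/5% CO2. ONE-Glo, 30 min RT, luminescence. Readout = decrease in reporter signal.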
p53 reactivator: mutant p53 re-activation in reporter cells. H1299 p53-A138V BP100-luciferase reporter, luminescence, 24 h. Potency, µM (top dose mostly 92.2 µM), for inactives: at the top dose activity change, positive = activation, most hits filed as activators. 320,000 tested, 0.063% active; also: potency is read from the fitted curve at half-maximal effect; % of control where 0% means no effect; nearly all actives have a fitted effect of over 45% in size
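H1299 (p53-null), stable ts p53-A138V + BP100-Luc; 1000 cells/well, Opti-MEM/10% FBS; cpd 4 pt, 1:5; 24 h, 37 deg C, 5% CO2; detection reagent 10 min RT; luminescence.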
Gal4-VP16 FLuc: Gal4-VP16 reporter inhibition counter-screen. 310,000 tested, 3.5% active. Drosophila S2 Gal4-VP16 UAS-luciferase, luminescence, 20 h. Potency, µM (highest dose often 53.6 µM), inactives show at the top dose activity, negative = inhibition, hits mostly inhibitors;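 also: Gal4-VP16 expression switched on by copper sulfate through the metallothionein promoter; potency is read from the fitted curve at half-maximal effect; % is scaled to controls: 0 for no effect and ±100 for the full control effect; nearly all actives have a fitted effect of over 50% in size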
Numbers without * were called inactive; ? = inconclusive; . = not tested or not shown; & = joins results of further samples; [ ] = another dose, or the depositor's remark. Unless noted, calls follow the shape of the dose curve; as a rule, active = well fitted curve in the direction sought with a large enough effect; inconclusive = small, poorly fitted or top-dose-only effect, or another doubt; inactive = no such curve, though single readings can be large; an effect the other way counts as inactive or inconclusive.

SMILES,Tb PFK inh,ELG1 genotoxic,Rab9 promoter act,RORgamma inh,TRPV1 ag,NPC1 prom act,BRCA1 expr act,FLuc counter,ELG1 DNA repair,p53 reactivator,Gal4-VP16 FLuc
COc1ccc(OC)c(NC(=O)CCNS(=O)(=O)c2ccc3c(c2)oc(=O)n3C)c1,0%,0%,-2%,-3%,2,0%,4%,1%&1%,3%,5%,-14%
Cc1nc2ccccc2n(CC(=O)Nc2cc(Cl)cc(Cl)c2)c1=O,1%,-3%,-3%,13%,0,-3%,-45%,-2%,-15%,1%,2%
COc1ccc(C(=O)N2CCN(c3ccc(N4CCOCC4)nn3)CC2)cc1OC,5%,-4%,-1%,.,3,0%,-6%,-3%,3%,-3%,.
CCc1cc(C(=O)N2CCN(C(=O)c3ccccc3)CC2)sc1C,-3%,0%,-4%,.,9,-2%,-20%,-3%,-5%,-11%,.
CCOC(=O)c1cnc(SCC(=O)Nc2ccccc2C(=O)OC)nc1N,0%,-4%,3%,0%,0,-2%,-39%,-17%,?,-3%,-19%
Cc1ccc(-c2csc(N=C(N)N)n2)c(C)c1,-1%,5%,13%,28%,.,12%,63%,?,0%,-1%,1%
Cc1cccc(N2CCN(C(=O)C3CCN(S(=O)(=O)c4cccc5cccnc45)CC3)CC2C)c1 (centres undefined),-4%,-11%,3%,25%,.,-2%,-33%,2%,18µM*,-2%,7%
COc1ccc(CCNC(=O)c2ccccc2NC(=O)CN2CCN(c3ccccc3O)CC2)cc1,0%,-14%,1%,.,9,5%,-55%,4%,5.2µM*,-11%,.
O=C1NC[C@H](c2ccccc2)N(CC2CCCCC2)C1=O,-19%,3%,-1%,14%,-1,-1%,-9%,1%,8%,-5%,-3%
O=C(Nc1cccnc1)C1CC(c2ccc(Cl)c(Cl)c2)=NO1 (centres undefined),-1%,8%,-7%,5%,?,0%,14%,2%,2%,-13%,-11%
CC(C)c1ccc(-c2csc(NC(=O)c3cccs3)c2C(=O)O)cc1,-6%,-12%,2%,35%,25,20%,26%,17µM*,?,?,-7%
C/C(=N/NC(=O)c1sc(NS(=O)(=O)c2ccc(C)cc2)nc1C)c1sc(N)nc1C,-2%,3%,-1%,17%,0,-2%,-4%,?,-5%,0%,2%
O=C(Nc1nn[nH]n1)c1cccc([N+](=O)[O-])c1,7%,1%,0%,5%,-3,-6%,2%,4%,11%,-2%,-3%
CCc1ccc2nc(N3CCN(C)CC3)c(C#N)cc2c1,-4%,16%,10%,-13%,8,7%,39%,?,?,8%,12%
Cc1ccc(C(C)(C)C)c(OCCOCCN2CCCC2)c1,-1%,-7%,1%,13%,-1,-4%,-33%,-1%,-9%,-5%,2%

(continued)
SMILES,Tb PFK inh,ELG1 genotoxic,Rab9 promoter act,RORgamma inh,TRPV1 ag,NPC1 prom act,BRCA1 expr act,FLuc counter,ELG1 DNA repair,p53 reactivator,Gal4-VP16 FLuc
CC(C)(C)C(=O)N1CCCC1C(=O)O (centres undefined),-5%,0%,-12%,0%,1,-2%,-1%,0%,7%,10%,-15%
Cn1cc(C(=O)N2CCc3ccccc3C2)c(=O)c2cc(S(=O)(=O)N3CCCCC3)ccc21,-5%,-2%,-6%,40%,2,1%,.,4%,0%,-5%,7%
NS(=O)(=O)c1ccc(CCNC(=O)c2ccc([N+](=O)[O-])s2)cc1,-5%,-9%,27%,12%,0,-1%,-74%,2%,13µM*,8%,-29%
COc1c(F)cccc1C1=CC(=O)C[C@H](c2ccc3c(c2)OCO3)C1,-4%,0%,-1%,.,?,2%,3%,2%,?,0%,.
COc1cc(NC(=O)c2ncn[nH]2)cc(OC)c1OC,2%,3%,0%,-7%,-5,-7%,-13%,0%,10%,-18%,0%
Cc1ccc(Sc2cc(C(=O)NCCN(C)C)c3ccccc3n2)cc1,-1%,-9%,-9%,7%,0,-7%,-40%,4%,-11%,-6%,3%
COCCNCc1ccccc1,-1%,2%,-3%,2%,3,2%,10%,0%,18%,1%,7%
O=C(Nc1ccc(O)cc1)c1cc(S(=O)(=O)N2CCCC2)ccc1Cl,3%,-10%,9%,-2%,0,-1%,-25%,1%,?,-2%,-5%
Cc1ccc(NC(=O)CCC(=O)N/N=C/c2cccnc2)cc1,-2%,0%,0%,0%,-3,1%,9%,1%,-2%,-5%,-3%
O=C(C1CC1)N1CCN(c2ccc(F)cc2)CC1,-3%,2%,-1%,5%,12,1%,-6%,2%,?,-6%,1%
O=C(c1ccc(Cl)cc1)c1oc2ccccc2c1CS(=O)(=O)c1ccccc1,2%,0%,4%,-7%,1,-2%,-31%,0%,?,9%,-14%
Cc1ccc2c(c1)C(=O)C(=O)N2CCOc1ccccc1,-2%,?,-3%,5%,2,-6%,-9%,13µM*,10%,15%,10%
CC1CCN(S(=O)(=O)c2ccc3c(c2)C(=NO)c2cc(S(=O)(=O)N4CCC(C)CC4)ccc2-3)CC1,-1%,-11%,-37%[inhibitor],1.8µM*,3,-51%[inhibitor],-93%,1%,5.2µM*,-6%,0.79µM*
CCOc1ccccc1NC(=O)CSc1nc2ccccc2c(=O)n1CC1CCCO1 (centres undefined),-4%,0%,4%,1%,20,-1%,-23%,1%,?,-3%,-4%
COCCn1c(SCC(=O)c2ccccc2)nc2c(c1=O)SC(C)C2 (centres undefined),-3%,-8%,-7%,25%,4,-4%,-18%,-1%,0%,-1%,-3%

2 compounds from above, showing only p53 reactivator, TRPV1 ag and NPC1 prom act.
| Structure | p53 reactivator | TRPV1 ag | NPC1 prom act |
| --- | --- | --- | --- |
| Cc1ccc(-c2csc(N=C(N)N)n2)c(C)c1 | -1% | . | 12% |
| Cc1cccc(N2CCN(C(=O)C3CCN(S(=O)(=O)c4cccc5cccnc45)CC3)CC2C)c1 (centres undefined) | -2% | . | -2% |

(further entries)
SMILES,Tb PFK inh,ELG1 genotoxic,Rab9 promoter act,RORgamma inh,TRPV1 ag,NPC1 prom act,BRCA1 expr act,FLuc counter,ELG1 DNA repair,p53 reactivator,Gal4-VP16 FLuc
CCOc1ccc(NS(=O)(=O)c2cc(C(=O)N(CC)CC(=O)NCc3cccs3)ccc2C)cc1,-10%,-1%,-3%,.,2,1%,1%,4%,-18%,-5%,.
COc1ccc(S(=O)(=O)N2CCN(C(=S)Nc3ccc(S(N)(=O)=O)cc3)CC2)cc1,2%,0%,2%,11%,-2,-1%,-7%,-1%,0%,3%,-10%
COCCN=C1N[C@@H](c2cccc(C(F)(F)F)c2)C(C(=O)OC)=C(C)N1Cc1ccccc1,2%,-6%,10%,-6%,7,1%,0%,1%,8%,11%,4%
Cc1ccc(S(=O)(=O)N2CCN(Cc3ccccn3)CC2)cc1,-1%,-3%,13%,-35%,-4,-3%,-22%,-2%,17%,-1%,-8%
CCc1ccc2c(c1)c1nnc(NN)nc1n2C,0%,4%,-4%,-19%,1,-6%,-21%,-12%,-12%,-9%,0%
O=C(NCCN1CCCC1)c1ccc(Cn2c(=S)[nH]c3cc4c(cc3c2=O)OCO4)cc1,-7%,-2%,6%,6%,-1,3%,-1%,-1%,-6%,-9%,6%
COc1cccc(CNC(=O)C(=O)NCCc2ccc(OC)c(OC)c2)c1,3%,-1%,0%,7%,-5,3%,-38%,0%,-24%,-4%,1%
COc1cc2c(cc1OC)CN(C(=O)c1sccc1C)CC2,2%,0%,-5%,19%,3,1%,2%,3%,12%,-1%,9%
COCCN=C1N[C@@H](c2ccc(Br)cc2)C(C(=O)OC)=C(C)N1Cc1ccccc1,1%&1%,-1%,-9%&-4%,-12%&-41%,-2&0,-6%&-2%,-55%,7%&4%,-14%,7%,-17%&-8%
CS(=O)(=O)N(CC(=O)NCc1ccccc1)C1CCCCC1,1%,1%,-4%,?,1,-4%,-14%,1%,?,-4%,-5%
Cc1nc(N2CCN(Cc3ccccc3)CC2)nc2c1CCC2,0%,-6%,-2%,-3%,9,-4%,-16%,3%,13%,3%,?

Sorted by value in Rab9 promoter act (high to low): 5 of the compounds above.
SMILES	Rab9 promoter act
Cc1ccc(S(=O)(=O)N2CCN(Cc3ccccn3)CC2)cc1	13%
COc1cccc(CNC(=O)C(=O)NCCc2ccc(OC)c(OC)c2)c1	0%
Cc1nc(N2CCN(Cc3ccccc3)CC2)nc2c1CCC2	-2%
CCc1ccc2c(c1)c1nnc(NN)nc1n2C	-4%
COc1cc2c(cc1OC)CN(C(=O)c1sccc1C)CC2	-5%
